MazEF act – activators of E. coli MazEF toxin-antitoxin RNase, primary screen, biochemical, fluorescence, uHTS; Endoribonuclease toxin MazF (Escherichia coli (strain K12)), P0AE70; FAM/BHQ RNA-DNA oligo cleavage fluorescence, 5 h; activation, % at 20 µM; 350,000 compounds, 0.32% hits; AID 504720, 2011; in the data active = activation above about 50%
Target sequence (P0AE70 whole entry, looked up): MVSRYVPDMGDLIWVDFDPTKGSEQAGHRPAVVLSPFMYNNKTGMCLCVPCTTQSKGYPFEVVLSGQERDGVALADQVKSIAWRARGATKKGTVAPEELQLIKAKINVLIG
PrPC surface inh – inhibitors of human cell surface prion protein PrPC, primary screen, cell-based, TR-FRET | TR-FRET read-out | Major prion protein (Homo sapiens), P04156 | inhibition, % at 13.8 µM | AID 720596, 2013 | 370,000 compounds, 0.43% hits; in the data active = inhibition above about 24%; note: 0% = median of the test wells and 100% = reference compound wells
BoNT-F LC inh – BoNT/F light chain protease inhibitors, primary screen, biochemical, flow cytometry, MLPCN library. Botulinum neurotoxin type F light chain protease (Clostridium botulinum). Multiplex microsphere protease cleavage assay. inhibition, % at 10 µM. 360,000 compounds, 0.22% hits. AID 588497, 2011; in the data active = inhibition above about 35%, passing the limit was not always enough; inconclusive = no clear call, values can overlap the other calls; note: plate controls were buffer without enzyme for full effect and enzyme alone for no effect
Rv3671c protease – Rv3671c serine protease inhibitors, primary screen, biochemical, fluorescence polarization, M. tuberculosis H37Rv. inhibition, % at 5.96 µM. 320,000 compounds, 0.048% hits; in the data active = inhibition above about 38%;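 note: extracellular domain of Rv3671c used as enzyme; 0% = enzyme with DMSO and 100% = no enzyme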
Target sequence (P9WHR9 whole entry, looked up, the tested form may be a part): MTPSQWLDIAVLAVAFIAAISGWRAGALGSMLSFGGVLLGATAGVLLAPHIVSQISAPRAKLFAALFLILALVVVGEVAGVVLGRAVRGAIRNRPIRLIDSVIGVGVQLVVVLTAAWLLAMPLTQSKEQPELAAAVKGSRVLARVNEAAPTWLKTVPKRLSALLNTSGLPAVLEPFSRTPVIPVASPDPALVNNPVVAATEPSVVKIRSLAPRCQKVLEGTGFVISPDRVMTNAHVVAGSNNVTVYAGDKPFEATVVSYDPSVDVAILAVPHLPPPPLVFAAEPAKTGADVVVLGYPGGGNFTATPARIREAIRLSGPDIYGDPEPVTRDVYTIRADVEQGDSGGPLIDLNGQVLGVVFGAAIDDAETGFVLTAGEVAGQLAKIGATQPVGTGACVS
PriA SSB inh – inhibitors of Klebsiella pneumoniae PriA binding to SSB C-terminal tail, primary screen, biochemical, AlphaScreen | PriA–SSB C-terminal tail interaction (Klebsiella pneumoniae) | AlphaScreen SSBct-PriA binding, biotinylated peptide | inhibition, % at 33 µM | 430,000 compounds, 0.6% hits | AID 1272365, 2023; in the data active = inhibition mostly above about 37%, no sharp cut-off; inactive = mostly below about 20%;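 note: plate controls were negative control peptide for no effect and reference peptide for full effect; strong numbers were not always called active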
BoNT-A LC inh2 – BoNT/A light chain protease inhibitors, primary screen, biochemical, flow cytometry, MLPCN library. multiplex microsphere protease substrate cleavage. inhibition, % at 10 µM. 360,000 compounds, 0.17% hits; note: plate controls were buffer without enzyme for full effect and enzyme alone for no effect
VHR inh abs – VHR1 phosphatase inhibitors, primary screen, biochemical, absorbance, uHTS. 290,000 compounds, 0.52% hits. AID 1654, 2009. recombinant VHR phosphatase, pNPP absorbance. inhibition, % at 13.3 µM; in the data active = inhibition above about 50%; note: some compounds called inactive have numbers as strong as hits
Target sequence (P51452 whole entry, looked up): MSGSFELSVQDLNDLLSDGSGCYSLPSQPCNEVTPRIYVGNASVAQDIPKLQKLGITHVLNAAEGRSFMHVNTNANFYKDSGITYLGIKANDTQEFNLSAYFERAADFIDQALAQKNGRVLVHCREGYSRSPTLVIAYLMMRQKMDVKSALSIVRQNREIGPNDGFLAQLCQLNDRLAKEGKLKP
CCHFV vOTU inh – CCHFV vOTU protease inhibitors, primary screen, biochemical, Pep-AMC substrate, fluorescence. Crimean-Congo hemorrhagic fever virus L polyprotein viral ovarian tumor (vOTU) protease …. inhibition, % at 11.5 µM. 370,000 compounds, 0.55% hits. AID 651958, 2012; in the data active = inhibition above about 30%; note: 0% = vehicle wells with enzyme and 100% = no enzyme wells
Anthrax LF inh2 – Bacillus anthracis LF protease inhibitors, primary screen, biochemical, multiplex microsphere, MLPCN library; AID 588501, 2011; inhibition, % at 10 µM; multiplex microsphere protease cleavage assay; Lethal factor (Bacillus anthracis), P15917; 360,000 compounds, 0.12% hits; note: plate controls were buffer without enzyme for full effect and enzyme alone for no effect
SARS 3CLpro inh – SARS-CoV 3CLpro protease inhibitors, primary screen, biochemical, quenched FRET; Replicase polyprotein 1ab (Severe acute respiratory syndrome coronavirus), P0C6X7; recombinant SARS-CoV 3CLpro, quenched FRET peptide cleavage; inhibition, % at 6 µM; 290,000 compounds, 0.14% hits; AID 1706, 2009; in the data active = inhibition above about 12%
The depositor's hits bear a star; ? = inconclusive; · = no result given; & = joins results of further samples. Cut-off read from the data, not from the text of the source, unless noted: active = inhibition above about 30%; inconclusive = no clear call, values can overlap the other calls; inactive = below that. Not all compounds are listed (hit frequency here may not be typical).

entry	SMILES	MazEF act	PrPC surface inh	BoNT-F LC inh	Rv3671c protease	PriA SSB inh	BoNT-A LC inh2	VHR inh abs	CCHFV vOTU inh	Anthrax LF inh2	SARS 3CLpro inh
1	COc1ccc(C2c3ccc(O)cc3Oc3ncn(Cc4ccccc4)c(=N)c32)cc1OC (centres undefined)	-10	-5	-6	-21	4	-0.3	40	2	-15	-2
2	O=C(CN1C(=O)NC2(CCCc3ccccc32)C1=O)c1ccc(F)cc1 (centres undefined)	2	-9	-5	-2	-17	0.0	·	1	-5	·
3	CN(C)CCOC(=O)c1sc2ccccc2c1Cl	-2	9	1	-15	-4	-0.5	22	15	-2	-2
4	CC(=O)c1cccc(NC(=O)CSc2n[nH]c(=O)n2C2CC2)c1	-13	-11	2	-2	-15	0.1	·	-4	-1	·
5	Cc1ccc(CNC(=O)CSc2ccsc2[N+](=O)[O-])cc1	7	-31	-1	-1	-6	1.7	26	-2	0	0
6	O=S(=O)(NC(=S)c1ccccc1)c1ccc(F)cc1	4	6	-20	5	-12	-2.6	9	-8	-5	-7
7	O=C(NCCc1ccccc1)c1ccc2c(=O)[nH]c3c(C(=O)NCC4CCCO4)sc(=S)n3c2c1 (centres undefined)	11	0	-5	-24	-4	-1.6	1	-3	0	2
8	COc1cc(CCC(=O)OCC(=O)Nc2ccc(C)cc2Br)cc(OC)c1OC	10	2	20	-11	1	-1.3	-19	6	-4	-4
9	Cc1cc([N+](=O)[O-])ccc1NC(=O)C(C)NC1CCCCC1 (centres undefined)	8	-5	6	3	-2	2.9	-1	-12	-8	-3
10	CCOC(=O)C(NC(=O)CCl)(Nc1sc(C)c(CC)c1C#N)C(F)(F)F (centres undefined)	-14	7	10	-2	-3	1.2	-1	6	-3	4
11	Cc1c(C(=O)c2ccc(Cl)c([N+](=O)[O-])c2)c2ccccn2c1CCC#N	-1	-15	0	0	25	0.2	3	7	-2	0
12	CC1(c2ccc(Cl)cc2Cl)NC(=O)N(CC(=O)NC2CCCCC2)C1=O (centres undefined)	-3	-6	-3	12	-9	0.2	·	-7	-6	·
13	CCCCNC(=O)Cn1cnc2sc(C(=O)OCC)c(C)c2c1=O	-8	-7	-1	-2	-7	0.6	5	-1	-1	-2
14	CC(=O)c1c(C(C)=O)c(C)n(-c2nc(-c3ccc(Br)cc3)c(C)s2)c1C	-1	4	-8	4	-11	-2.9	-16	4	-10	1
15	CCOc1ccc(C(=O)NC(C(=O)NCC(c2cccs2)N(C)C)C(C)C)cc1 (centres undefined)	1	-8	-5	2	6	-0.4	·	3	-5	·

One compound at a time, as listed above. Order of screens: MazEF act | PrPC surface inh | BoNT-F LC inh | Rv3671c protease | PriA SSB inh | BoNT-A LC inh2 | VHR inh abs | CCHFV vOTU inh | Anthrax LF inh2 | SARS 3CLpro inh
Listed for `CC1(c2ccc(Cl)cc2Cl)NC(=O)N(CC(=O)NC2CCCCC2)C1=O` (centres undefined) → -3 | -6 | -3 | 12 | -9 | 0.2 | · | -7 | -6 | ·
Listed for `COc1cc(CCC(=O)OCC(=O)Nc2ccc(C)cc2Br)cc(OC)c1OC` → 10 | 2 | 20 | -11 | 1 | -1.3 | -19 | 6 | -4 | -4

Going on with the list:
entry	SMILES	MazEF act	PrPC surface inh	BoNT-F LC inh	Rv3671c protease	PriA SSB inh	BoNT-A LC inh2	VHR inh abs	CCHFV vOTU inh	Anthrax LF inh2	SARS 3CLpro inh
16	CCc1noc(C)c1C(=O)N1CCC(CCC(=O)Nc2cccc(OC)c2)CC1	-3	-1	-3	2	-18	0.8	2	12	-1	8
17	C[C@@H]1CN([C@@H](C)CO)C(=O)CCCn2nncc2CO[C@H]1CN(C)S(=O)(=O)c1ccc(F)cc1	6	-3	-4	·	·	-0.6	·	-2	4	·
18	Cc1nc(N)nc(COc2ccccc2)n1	6	6	?	8	-10	?	20	0	-18	-5
19	COc1cccc(NC(=O)CN(C)CC(=O)c2c(N)n(Cc3ccccc3)c(=O)n(C)c2=O)c1	20	-1	-1	3	4	-5.9	·	-8	-2	·
20	O=C(Nc1ccccc1O)c1c(O)c2c([nH]c1=O)CCCC2	3	5	0	4	-6	0.5	14	16	-8	0
21	CCN(CC(=O)Nc1c(F)cccc1F)C(=O)c1ccc(=O)n(Cc2ccccc2)n1	0	-5	-9	-8	-12	-1.3	5	-1	6	-1
22	Cc1ccc(CCNC(=O)CN2C(=O)COc3ccccc32)cc1	-2	1	-2	-2	-10	-0.4	0	7	0	-2
23	Cc1cc[n+](Cc2ccc([N+](=O)[O-])cc2)cc1	-2	-19	-2	5	-6	-0.4	3	-8	-2	1
24	COCCCn1c(C)nnc1-c1cnn(-c2ccccc2)c1N	5	3	-1	1	-1	-0.9	13	2	-3	6
25	Cc1cc(C(=O)CSc2nc3ccccc3c(=O)n2C)c(C)n1Cc1ccc2c(c1)OCO2	-10	12	-4	0	2	-0.1	4	4	-3	7
26	CC(=O)NS(=O)(=O)c1ccc(NC(=O)CCC2CCCC2)cc1	2	-2	1	-5	-9	0.2	0	0	0	3
27	O=C1NC2(CCCC2)C(=O)N1CCS(=O)(=O)Oc1ccccc1	2	1	0	4	4	0.8	12	3	-2	0
28	CC1CCCC(NC(=O)COC(=O)c2ccc3c(c2)OCCO3)C1C (centres undefined)	9	1	-1	6	2	-0.1	·	3	0	·
29	COc1ccc2c(c1)c(C(=O)CN1CCN(Cc3ccccc3)CC1)c(C)n2C	4	-2	?	-13	5	0.6	9	6	-1	9
30	COc1ccc(S(=O)(=O)N/N=C\c2ccccc2F)cc1	6	-7	-4	5	·	0.4	10	-3	4	2
31	CN(C)c1cc[n+](CC(=O)c2ccc(Br)cc2)cc1	4	6	-11	6	-1	0.3	23	11	-5	3
32	CN1CCN(C(=O)c2ccc3c(c2)NC(=O)/C(=C/c2ccccc2)S3)CC1	7	-10	1	0	-8	1.2	-31	15	-2	-4
33	O=C1C2C3c4ccccc4C(c4ccccc43)C2C(=O)N1CN1CCOCC1 (centres undefined)	5	1	-7	7	2	0.4	12	4	-2	-1
34	Cc1ccc(NC(=O)N2CCCC2c2cccs2)cc1 (centres undefined)	5	-6	-3	0	-3	-0.2	13	4	-8	1
35	COc1ccc(CCNC(=O)c2ccc(CN3CCC(Cc4ccccc4)CC3)cc2)cc1	3	-12	5	3	-4	0.6	18	3	2	2
36	O=C(Nc1nnc(-c2cc(Cl)ccc2Cl)o1)c1ccco1	0	6	1	-5	7&-6	2.1	·	6	-2	·
37	CCCCC(O)C1=C[N+](=O)CC=C1 (centres undefined)	·	6	-4	·	·	0.4	·	-8	0	·
38	O=C(NCc1ccc(F)cc1F)[C@@H]1CCCN1C(=O)[C@@H]1CCCN1C(=O)c1cccc(Cl)c1	·	1	3	·	·	0.2	·	6	9	·
39	O=C(COc1ccc(Cl)cc1Cl)N1CCCCCC1	7	-1	4	-1	0	1.6	-1	3	8	3
40	Cc1cccc(C)c1NS(=O)(=O)c1ccc(OCCNS(C)(=O)=O)cc1	4	9	8	1	3	-1.2	3	26	6	0
41	O=C(c1ccc(NS(=O)(=O)c2ccc(F)cc2)cc1)N1CCCCCC1	0	12	1	-4	-11	1.7	·	-2	-2	·
42	CN(CC(=O)NCCc1ccccc1)S(=O)(=O)c1ccc(Br)cc1	3	11	-1	0	-8	-0.9	3	-4	-4	7
43	O=C1CCCCN1CCCC(=O)N1CCCC(Nc2ccccc2)C1 (centres undefined)	2	7	2	-4	10	1.4	27	8	1	-4
44	Cc1ccc(C(=O)NC2CCCCCCC2)c(Cl)c1	-1	6	27	3	-20	3.4	2	18	-9	-1
45	O=C1C2C3C=CC(C3)C2C(=O)N1c1ncn[nH]1 (centres undefined)	-3	7	-8	3	-1	-1.1	0	-3	-7	6

Given in transposed form: six of the compounds above.
[31] CN(C)c1cc[n+](CC(=O)c2ccc(Br)cc2)cc1
[32] CN1CCN(C(=O)c2ccc3c(c2)NC(=O)/C(=C/c2ccccc2)S3)CC1
[33] O=C1C2C3c4ccccc4C(c4ccccc43)C2C(=O)N1CN1CCOCC1 (centres undefined)
[34] Cc1ccc(NC(=O)N2CCCC2c2cccs2)cc1 (centres undefined)
[35] COc1ccc(CCNC(=O)c2ccc(CN3CCC(Cc4ccccc4)CC3)cc2)cc1
[36] O=C(Nc1nnc(-c2cc(Cl)ccc2Cl)o1)c1ccco1
assay / entry	31	32	33	34	35	36
MazEF act	4	7	5	5	3	0
PrPC surface inh	6	-10	1	-6	-12	6
BoNT-F LC inh	-11	1	-7	-3	5	1
Rv3671c protease	6	0	7	0	3	-5
PriA SSB inh	-1	-8	2	-3	-4	7&-6
BoNT-A LC inh2	0.3	1.2	0.4	-0.2	0.6	2.1
VHR inh abs	23	-31	12	13	18	·
CCHFV vOTU inh	11	15	4	4	3	6
Anthrax LF inh2	-5	-2	-2	-8	2	-2
SARS 3CLpro inh	3	-4	-1	1	2	·

Other results follow:
entry	SMILES	MazEF act	PrPC surface inh	BoNT-F LC inh	Rv3671c protease	PriA SSB inh	BoNT-A LC inh2	VHR inh abs	CCHFV vOTU inh	Anthrax LF inh2	SARS 3CLpro inh
46	OC(c1ccccc1)C1CN(Cc2ccccc2)CCC1(O)c1ccccc1 (centres undefined)	12	-2	2	10	-5	0.0	0	-2	-1	2
47	COc1cc(/C=N/NC(=O)CCC(=O)Nc2ccc(F)cc2)ccc1O	9	0	-10	-8	·	-0.4	2	-2	2	0
48	CCCNC(=O)NC1CCCc2ccccc21 (centres undefined)	0	2	-14	-6	2	-3.4	17	-8	-2	0
49	CCOc1ccc(N2C(=O)Nc3ccccc3C2(O)C(=O)N2CCN(c3ccccn3)CC2)cc1 (centres undefined)	-2	6	-9	4	-1	-1.9	6	-3	-2	2
50	Nc1nc2c(ncn2[C@@H]2O[C@H](CNCc3ccc(F)c(N4CCOCC4)c3)[C@@H](O)[C@H]2O)c(=O)[nH]1	·	1	-4	·	·	-0.2	·	1	0	·
51	Cc1oc(S(=O)(=O)N2CCOCC2)cc1C(=O)Nc1ccc(Cl)cc1	-23	-2	·	-4	-14	?	-14	6	7	0
52	N#Cc1cc2c(nc1SCc1cccnc1)CCCCC2	-1	9	-15	-10	-7	-1.7	-14	-4	-4	-3
53	Cc1c(C)c2ccc(OCC(=O)NCCN3CCOCC3)cc2oc1=O	6	2	0	-2	-9	-0.9	-9	-11	1	-2
54	CCCCCc1cc(=O)oc2c(C(CCN(CC)CC)c3cc(OC)c(OC)c(OC)c3)c(OC)cc(OC)c12 (centres undefined)	4	-24	-5	-12	11	0.1	-4	9	8	·
55	CCOC(=O)C(C)Sc1nc(-c2ccccc2)nc2ccc(F)cc12 (centres undefined)	3	1	1	0	-25	1.7	26	2	-8	0

Screening results: PubChem BioAssay, several laboratories
